# Assay outcomes deposited in PubChem BioAssay by The Scripps Research Institute Molecular Screening Center.
# TAAR1 agonist – agonists of human TAAR1; Q96RJ0; CHO RD-HGA16 TAAR1, Fluo-8 calcium fluorescence; vehicle wells 0%, saturating PEA agonist 100%; activation, % at 3 µM; 0.99% of 360,000 active; AID 624467;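 active = activation above the mean activation of all test compounds in the run plus 3 SD, cut at about 38% in these data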
# Target sequence (Q96RJ0 whole entry, looked up): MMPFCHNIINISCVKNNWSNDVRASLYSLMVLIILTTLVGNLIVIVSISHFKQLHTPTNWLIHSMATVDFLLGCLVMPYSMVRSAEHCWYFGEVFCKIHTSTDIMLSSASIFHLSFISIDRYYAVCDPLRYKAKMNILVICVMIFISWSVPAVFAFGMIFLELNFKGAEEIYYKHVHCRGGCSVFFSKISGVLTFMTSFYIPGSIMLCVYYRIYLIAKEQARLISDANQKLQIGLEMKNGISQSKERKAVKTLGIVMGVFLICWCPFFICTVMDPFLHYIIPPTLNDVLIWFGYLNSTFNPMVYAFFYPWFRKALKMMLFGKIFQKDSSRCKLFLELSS
#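 Assay system – CHO-derived RD-HGA16 cells with stable Gα16 and human TAAR1 · Compound dosing – one-point dosing at 3 µM (nominal) · Incubation – 17-24 h seeding, 75 min 37 °C dye, 30 min RT · Measured by – kinetic Fluo-8 calcium fluorescence · Control set – DMSO vehicle as 0%, PEA at EC100 as 100% · Repeats – single well for each compound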
# CHRM5 PAM – CHRM5 positive allosteric modulation; 0.3% of 360,000 active; CHO-K1 hM5, Fluo-8 calcium, ACh EC20 PAM; 0% = ACh EC20, 100% = ACh EC100; AID 624038; activation, % at 3 µM;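 active = activation above the run cutoff, the mean activation of all test compounds plus 3 SD, cut at about 18% in these data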
#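 Replicates: One well per compound, no replicates | System: Human M5 receptor in CHO-K1 cells | Benchmarks: Low control EC20 acetylcholine (0%), high control EC100 acetylcholine (100%) | Probe or stimulus: Acetylcholine, EC20 level | Times: Fluo-8 loading 80 min at 37 °C plus 30 min room temperature | Signal: Intracellular calcium via Fluo-8 fluorescence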
# M4 ag – CHRM4 agonism in calcium assay; P08173; CHO-K1 hM4/Gqi5, Fluo-8 calcium fluorescence; vehicle 0%, full acetylcholine response 100%; activation, % at 3 µM; 0.14% of 360,000 active; AID 624127;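 active = activation above the run mean over all test wells plus 3 SD, cut at about 32% in these data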;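 also: peak over basal fluorescence ratio per well then scaled between controls; 0% = DMSO wells and 100% = acetylcholine at EC100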
# Target sequence (P08173 whole entry, looked up): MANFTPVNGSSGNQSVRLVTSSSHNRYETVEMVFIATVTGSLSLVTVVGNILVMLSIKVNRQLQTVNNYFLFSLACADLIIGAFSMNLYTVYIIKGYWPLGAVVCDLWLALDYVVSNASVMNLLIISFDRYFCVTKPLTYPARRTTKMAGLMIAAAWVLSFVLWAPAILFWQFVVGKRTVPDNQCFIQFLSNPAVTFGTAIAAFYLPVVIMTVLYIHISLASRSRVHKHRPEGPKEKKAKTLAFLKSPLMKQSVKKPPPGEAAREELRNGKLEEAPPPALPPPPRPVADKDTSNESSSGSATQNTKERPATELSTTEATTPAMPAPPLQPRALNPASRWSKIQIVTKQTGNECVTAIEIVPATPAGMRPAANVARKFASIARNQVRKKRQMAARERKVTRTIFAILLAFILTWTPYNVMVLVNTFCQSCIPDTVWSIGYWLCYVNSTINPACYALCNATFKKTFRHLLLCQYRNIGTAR
# CHRM1 antagonist – antagonists of human M1 muscarinic receptor; CHO-K1 hM1, Fluo-8 calcium fluorescence, ACh EC80 antagonist; inhibition, % at 3 µM; 1.3% of 360,000 active;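 active = percent inhibition above its own plate's cutoff, namely the mean of that plate's compound wells plus 3 SD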;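 also: peak over basal fluorescence ratio during 140 s after agonist addition; 0% = ACh EC80 plus DMSO and 100% = DMSO alone without agonist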
# CHRM5 antagonist – antagonists of human muscarinic M5 receptor (CHRM5); P08912; inhibition, % at 3 µM; CHO-hM5 cells, Fluo-8 calcium fluorescence, ACh EC80; AID 624040; 0.59% of 360,000 active;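 active = inhibition above a per-plate cutoff, the mean of that plate's test compounds plus 3 SD, cut at about 27% in these data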;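 also: 0% = acetylcholine EC80 with DMSO and 100% = DMSO without agonist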
# M1 PAM – potentiates human M1 receptor response to acetylcholine. P11229. activation, % at 3 µM. 0.088% of 360,000 active. CHO-K1 hM1, Fluo-8 calcium fluorescence, ACh EC20; 0% = ACh EC20, 100% = maximal ACh; in the data active = activation above about 19%, passing the limit was not always enough
# CHRM4 antagonist – CHRM4 antagonism in calcium assay; AID 624125; 0.73% of 360,000 active; inhibition, % at 3 µM; P08173; CHO-hM4 cells, ACh EC80, Fluo-8 calcium fluorescence;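 active = inhibition above its plate's cutoff, the mean inhibition of sample wells plus 3 SD, cut at about 27% in these data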;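 also: 0% = acetylcholine EC80 with DMSO and 100% = DMSO without agonist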
# M1 ag – activates human CHRM1 receptor | P11229 | CHO-K1 hM1, Fluo-8 calcium fluorescence, agonist mode; 0% DMSO, 100% acetylcholine EC100 | activation, % at 3 µM | 0.33% of 360,000 active;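 active = activation above the run's mean compound activation plus 3 SD, cut at about 16% in these data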;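 also: peak over basal fluorescence ratio within a 140 s kinetic read after compound addition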
# M5 ag – CHRM5 agonism in calcium assay. P08912. CHO-K1 hM5 cells, Fluo-8 calcium fluorescence; 0% DMSO wells, 100% maximal acetylcholine response. activation, % at 3 µM. 0.19% of 360,000 active. AID 624037;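 active = activation above the run's mean over test compounds plus 3 SD, cut at about 23% in these data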;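 also: signal is peak over basal fluorescence ratio across the kinetic read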
# Starred values were filed as active, the others as inactive; nt = not tested or not shown.
SMILES,TAAR1 agonist,CHRM5 PAM,M4 ag,CHRM1 antagonist,CHRM5 antagonist,M1 PAM,CHRM4 antagonist,M1 ag,M5 ag
Cc1ccc(-n2c(N)cc(=O)nc2SCC(=O)N2CCN(c3ccccc3)CC2)cc1,0,-4,1,-18,2,7,5,-4,0
OCC[C@H]1C[C@H](O)[C@@H](O)[C@@]2(CCCc3ccccc3O2)O1,22,1,1,2,12,3,3,-3,-1
OCCC1CN(Cc2cccn2-c2ncccn2)CCN1Cc1ccccc1 (centres undefined),1,5,1,2,12,-2,2,-7,-2
Cc1ccccc1C(C(=O)NC1CCCC1)N(C(=O)Cc1cccs1)c1ccc2c(c1)OCCO2 (centres undefined),0,2,-1,4,-4,-2,7,-7,2
CCN(CC(=O)Nc1cc(Cl)ccc1C)C(=O)c1ccc(N2CCCC2=O)cc1,nt,6,1,-3,-2,5,-4,-2,3
CSC1=N/C(=C\c2ccccc2F)C(=O)S1,6,1,0,-14,-1,3,4,-2,-4
CC1CCN(C(=O)c2ccc(S(=O)(=O)N3CCCC3)cc2)CC1,3,5,0,2,7,-1,4,-5,1
Cc1nn(CC(=O)NCCc2ccc(Cl)cc2)c(C)c1[N+](=O)[O-],7,-14,0,3,6,-5,6,-9,-4
O=C(O)CSCc1nc2scc(-c3ccccc3)c2c(=O)[nH]1,4,1,-1,19,8,-5,-1,0,1
CCc1ccc2nc(NC(=O)Cn3cnc4ccccc4c3=O)sc2c1,2,8,1,-13,-5,7,5,-3,1
COCC(C)n1c(C)cc(C(=O)CN2C(=O)NC(Cc3c[nH]c4ccccc34)C2=O)c1C (centres undefined),6,4,1,-11,-5,4,6,-2,2
Cc1ccc(Sc2ccc(CN3CCCC3)cc2[N+](=O)[O-])cc1,18,-14,3,12,12,-8,3,-5,-15
CCCCC(=O)Nc1nnc(/C=C/c2ccc(OC)cc2)s1,nt,6,-1,-13,10,3,-5,-6,-3
O=C(Cn1cnc2c(nnn2Cc2ccc(F)cc2)c1=O)Nc1cccc(F)c1,1,2,1,-4,-4,-2,-2,2,-2
CCCNc1nc2c(c(=O)n(C)c(=O)n2C)n1Cc1cccc(C)c1,3,-4,1,2,4,-1,9,-5,1

# 2 compounds from above, limited to M5 ag, M1 ag and TAAR1 agonist.
canonical_smiles	M5 ag	M1 ag	TAAR1 agonist
O=C(Cn1cnc2c(nnn2Cc2ccc(F)cc2)c1=O)Nc1cccc(F)c1	-2	2	1
CCCNc1nc2c(c(=O)n(C)c(=O)n2C)n1Cc1cccc(C)c1	1	-5	3

# Later entries:
SMILES,TAAR1 agonist,CHRM5 PAM,M4 ag,CHRM1 antagonist,CHRM5 antagonist,M1 PAM,CHRM4 antagonist,M1 ag,M5 ag
CCOc1ccc(CCNC(=O)COC(=O)COc2cc(C)cc(C)c2)cc1OCC,-2,4,1,-6,1,6,-3,-2,0
Cc1cccnc1NC(=S)Nc1ncccc1C,1,2,0,-16,11,19,-6,0,-3
CCOc1cc(-c2noc(CCC(=O)Nc3cccnc3)n2)ccc1OC,12,3,2,-8,-5,6,2,-1,3
O=C1CCC/C(=N\NC(=O)c2ccc(COc3cccc4cccnc34)cc2)C1,7,2,4,-10,-4,6,-1,-6,0
COc1ccc(NC(=O)CSc2ccc(NC(C)=O)cc2)cc1S(=O)(=O)N1CCCCC1,-1,-2,2,-4,0,5,0,-6,-2
CCOC(=O)c1sc2ncn(CC(=O)NCC3CCCO3)c(=O)c2c1C (centres undefined),0,2,1,-10,3,1,2,-2,-1
Cc1ccc(S(=O)(=O)N2CCN(S(=O)(=O)N3CCCCC3)CC2)cc1C,-1,2,1,3,-2,-1,10,-5,-1
Cc1ccc(SCC(=O)NNC(=O)CNC(=O)c2ccc(Br)cc2)cc1,0,0,0,-6,12,6,4,-1,2
CCO[C@@H]1OC(C(=O)N2CCOCC2)=C[C@H](C2CC2)[C@H]1CCCO,0,1,3,3,8,6,-11,-5,-6
Cc1ccc2c(n1)sc1c(-c3ccccc3)c(C#N)c(N)nc12,2,11,0,-19,-7,7,1,1,0
COc1cccc(C(=O)N2CCN(c3nc4cc(C)cc(C)c4cc3C#N)CC2)c1,4,-2,-1,-5,13,-6,-2,-8,-1
CCn1nc(C(=O)OCC(=O)N(CCC#N)c2ccccc2)c2ccccc2c1=O,9,-2,4,-1,7,2,-11,-4,2
CC(C)NC(=O)c1nn(C)c2ccccc12,0,-4,0,-13,5,5,-3,-6,-3
COc1ccc(CN2CC(=O)N3[C@H]4c5cc(C)ccc5OC[C@@H]4[C@H](c4ccccc4)[C@]3(C)C2=O)cc1,30,-6,10,-2,1,3,-3,1,13
Cc1noc(COc2ccccc2OCC(N)=O)c1Cl,0,-3,0,0,-3,3,1,-3,1

# Ordered by heavy-atom count (low to high): some entries from above
SMILES,TAAR1 agonist,CHRM5 PAM,M4 ag,CHRM1 antagonist,CHRM5 antagonist,M1 PAM,CHRM4 antagonist,M1 ag,M5 ag
CC(C)NC(=O)c1nn(C)c2ccccc12,0,-4,0,-13,5,5,-3,-6,-3
Cc1cccnc1NC(=S)Nc1ncccc1C,1,2,0,-16,11,19,-6,0,-3
O=C(O)CSCc1nc2scc(-c3ccccc3)c2c(=O)[nH]1,4,1,-1,19,8,-5,-1,0,1
Cc1ccc(Sc2ccc(CN3CCCC3)cc2[N+](=O)[O-])cc1,18,-14,3,12,12,-8,3,-5,-15
CCCNc1nc2c(c(=O)n(C)c(=O)n2C)n1Cc1cccc(C)c1,3,-4,1,2,4,-1,9,-5,1
CCc1ccc2nc(NC(=O)Cn3cnc4ccccc4c3=O)sc2c1,2,8,1,-13,-5,7,5,-3,1
OCCC1CN(Cc2cccn2-c2ncccn2)CCN1Cc1ccccc1 (centres undefined),1,5,1,2,12,-2,2,-7,-2
O=C(Cn1cnc2c(nnn2Cc2ccc(F)cc2)c1=O)Nc1cccc(F)c1,1,2,1,-4,-4,-2,-2,2,-2
COc1cccc(C(=O)N2CCN(c3nc4cc(C)cc(C)c4cc3C#N)CC2)c1,4,-2,-1,-5,13,-6,-2,-8,-1
CCOc1ccc(CCNC(=O)COC(=O)COc2cc(C)cc(C)c2)cc1OCC,-2,4,1,-6,1,6,-3,-2,0
COCC(C)n1c(C)cc(C(=O)CN2C(=O)NC(Cc3c[nH]c4ccccc34)C2=O)c1C (centres undefined),6,4,1,-11,-5,4,6,-2,2
Cc1ccccc1C(C(=O)NC1CCCC1)N(C(=O)Cc1cccs1)c1ccc2c(c1)OCCO2 (centres undefined),0,2,-1,4,-4,-2,7,-7,2
COc1ccc(CN2CC(=O)N3[C@H]4c5cc(C)ccc5OC[C@@H]4[C@H](c4ccccc4)[C@]3(C)C2=O)cc1,30,-6,10,-2,1,3,-3,1,13

# Additional entries follow.
SMILES,TAAR1 agonist,CHRM5 PAM,M4 ag,CHRM1 antagonist,CHRM5 antagonist,M1 PAM,CHRM4 antagonist,M1 ag,M5 ag
CCCCn1nnnc1C(c1cc2ccccc2o1)N1CCN(CC(=O)N2CCCC2)CC1 (centres undefined),3,-9,1,nt,2,nt,4,nt,1
O=C(O)C1CC=CCC1C(=O)Nc1ccccc1C(=O)N1CCN(c2ccccc2)CC1 (centres undefined),2,1,0,-15,3,2,1,-2,1
O=C1CC(N2CCN(c3ccccc3)CC2)C(=O)N1c1ccc(Cl)cc1 (centres undefined),1,0,1,-10,-3,11,6,-2,0
Cc1ccc(S(=O)(=O)Nc2nc(C)c(C(=O)NNS(=O)(=O)c3ccccc3)s2)cc1,-2,3,0,-18,2,2,10,-2,1
O=C(CSc1nn(-c2ccccc2)c(=S)s1)Nc1ncccn1,3,5,1,-16,8,10,-15,-1,-1
CCOc1cccc(-c2cc(N3CCN(CCO)CC3)n3nccc3n2)c1,0,-1,1,-9,5,5,3,-3,-1

# Only part of the results is shown; the hit share may differ from the screen's.
